Screens from PubChem BioAssay.
CRFR2-BP antag: blocks CRF-induced signaling of the CRF-BP/CRF-R2 complex. HEK293 CRF-R2/CRF-BP, CRF-induced calcium fluorescence. inhibition, % at 11.8 µM. actives 0.59% (n = 350,000). AID 588475;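 active means inhibition of the ligand-induced calcium signal above about 50% at the single tested concentration, limit read from the data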
CHRM5 PAM: positive allosteric modulators of human muscarinic M5 receptor; CHO-K1 hM5, Fluo-8 calcium, ACh EC20 PAM; 0% = ACh EC20, 100% = ACh EC100; activation, % at 3 µM; actives 0.3% (n = 360,000); AID 624038;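 active means activation above the run cutoff, the mean activation of all test compounds plus 3 SD, cut at about 18% in these data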
Target sequence (P08912 whole entry, looked up): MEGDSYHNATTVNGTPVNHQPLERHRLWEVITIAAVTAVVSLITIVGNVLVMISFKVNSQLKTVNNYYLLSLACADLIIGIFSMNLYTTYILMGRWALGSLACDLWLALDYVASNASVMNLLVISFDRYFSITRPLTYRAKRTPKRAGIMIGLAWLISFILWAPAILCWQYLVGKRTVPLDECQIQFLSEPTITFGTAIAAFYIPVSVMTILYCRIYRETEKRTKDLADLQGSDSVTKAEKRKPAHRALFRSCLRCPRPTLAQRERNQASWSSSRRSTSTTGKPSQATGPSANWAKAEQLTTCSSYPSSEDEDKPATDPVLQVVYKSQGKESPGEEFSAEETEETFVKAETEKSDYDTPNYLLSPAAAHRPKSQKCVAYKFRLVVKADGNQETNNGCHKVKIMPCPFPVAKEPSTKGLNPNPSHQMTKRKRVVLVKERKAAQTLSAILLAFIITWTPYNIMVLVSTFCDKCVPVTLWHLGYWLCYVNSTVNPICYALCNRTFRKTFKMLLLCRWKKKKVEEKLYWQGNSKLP
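System – CHO-K1 hM5 cells · Compound – 3 µM, single dose · Incubation – compound preincubation 140 s before EC20 acetylcholine addition · Technique – Fluo-8 calcium fluorescence · Measure – Max/basal fluorescence ratio as % of EC20–EC100 ACh window · Benchmarks – low control EC20 acetylcholine (0%), high control EC100 acetylcholine (100%) · Replication – singlicate, one well per test compound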
CRFR2-BP ag: CRF-BP/CRF-R2 complex agonism; HEK293 CRF-R2/CRF-BP, calcium dye fluorescence (FLIPR); percent of saturating CRF peptide response; activation, % at 13.2 µM; actives 0.46% (n = 350,000); AID 588473;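 active means activation of at least 50%, plus an integration ratio under a set limit after plate pattern correction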;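 further: plate controls were neutral control wells without compound for no effect and CRF at EC100 for full effect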
M1 PAM parental: counter-screen for M1 PAMs: effect in parental CHO-K1 cells; actives 0.02% (n = 360,000); ATP EC20, Fluo-8 calcium fluorescence; 0% at ATP EC20, 100% at ATP max; activation, % at 3 µM; AID 602247;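 active means activation above the run cutoff, the mean activation of all test compounds plus 3 SD, cut at about 40% in these data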;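 further: peak over basal fluorescence ratio in a 140 s read after ATP addition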
TAAR1 agonist: human TAAR1 agonism; CHO RD-HGA16 TAAR1, Fluo-8 calcium fluorescence; vehicle wells 0%, saturating PEA agonist 100%; actives 0.99% (n = 360,000); activation, % at 3 µM;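 active means activation above the mean activation of all test compounds in the run plus 3 SD, cut at about 38% in these data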
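Benchmarks: low control DMSO, high control PEA (EC100); System: CHO RD-HGA16 cells carrying human TAAR1 plus Gα16; Detection: Fluo-8 fluorescence, 5 s baseline then 140 s kinetic read; Schedule: 17-24 h plating, Fluo-8 75 min 37 °C, 30 min RT; Read-out basis: % activation from peak over basal fluorescence ratio, DMSO-to-PEA scaled.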
CHRM5 agonist: CHRM5 agonism in calcium assay; P08912; CHO-K1 hM5 cells, Fluo-8 calcium fluorescence; 0% DMSO wells, 100% maximal acetylcholine response; activation, % at 3 µM; actives 0.19% (n = 360,000); AID 624037;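 active means activation above the run's mean over test compounds plus 3 SD, cut at about 23% in these data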;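 further: signal is peak over basal fluorescence ratio across the kinetic read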
TAAR1 antag: antagonists of human TAAR1; actives 1.5% (n = 360,000); AID 624466; inhibition, % at 3 µM; Q96RJ0; CHO RD-HGA16 TAAR1, Fluo-8 calcium fluorescence, antagonist;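 active means inhibition above a per-plate cutoff, the mean inhibition of test compounds on that plate plus 3 SD, cut at about 49% in these data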;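 further: 0% = DMSO plus EC80 beta-PEA response and 100% = DMSO alone without agonist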
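System: RD-HGA16 CHO cells with stable hTAAR1 and Gα16 | Probe or stimulus: EC80 β-phenethylamine stimulus | Dosing: 3 µM, single point | Times: Dye loading 75 min at 37 °C, then 30 min room temperature | Measured by: Fluo-8 calcium-sensitive fluorescence | Read-out basis: % inhibition of agonist calcium response | Replicates: n of 1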
CHRM4 PAM: positive allosteric modulators of human muscarinic M4 receptor; P08173; CHO-K1 hM4/Gqi5, Fluo-8 calcium fluorescence, ACh EC20; 0% = ACh EC20, 100% = maximal ACh; activation, % at 3 µM; actives 0.4% (n = 360,000);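 active means activation above its plate's cutoff, the mean activation of sample wells plus 3 SD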; further: some results filed as inactive read as strong as hits
CHRM5 antagonist: CHRM5 antagonism in calcium assay; AID 624040; CHO-hM5 cells, Fluo-8 calcium fluorescence, ACh EC80; P08912; actives 0.59% (n = 360,000); inhibition, % at 3 µM;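 active means inhibition above a per-plate cutoff, the mean of that plate's test compounds plus 3 SD, cut at about 27% in these data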;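 further: 0% = acetylcholine EC80 with DMSO and 100% = DMSO without agonist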
An asterisk follows results filed as active; . = not tested or not shown.

Key to letters: A = CRFR2-BP antag; B = CHRM5 PAM; C = CRFR2-BP ag; D = M1 PAM parental; E = TAAR1 agonist; F = CHRM5 agonist; G = TAAR1 antag; H = CHRM4 PAM; I = CHRM5 antagonist
CCn1cc(C(=O)O)c(=O)c2cnc(N3CCN(C(=S)NC(=O)c4ccc(OC)cc4)CC3)nc21
  A: -15; B: 2; C: -1.3; D: -4; E: -2; F: 1; G: -19; H: -2; I: -3
OCC#CCSc1nnc(-c2ccccc2Br)o1
  A: 2; B: 2; C: -1.4; D: 2; E: 1; F: -2; G: 1; H: 1; I: -2
CCOC(=O)C(=Nc1ccccc1)NO
  A: 5; B: -1; C: -3.1; D: 22; E: 1; F: -2; G: -25; H: 0; I: -3
O=[N+]([O-])c1ccccc1CNC1CCCCCC1
  A: 6; B: 2; C: 1.0; D: 17; E: 2; F: 3; G: -5; H: -7; I: 4
Nc1[nH]c(C(=O)c2ccccc2)c(-c2ccc(F)cc2)c1C(=O)NCCc1c[nH]c2ccccc12
  A: .; B: 2; C: .; D: 27; E: 5; F: 4; G: 16; H: 5; I: -2
CC(=O)N1c2ccc(S(=O)(=O)NCCC(=O)N(C)Cc3ccccc3)cc2CC1C (centres undefined)
  A: -7; B: -1; C: 0.5; D: 23; E: 1; F: -3; G: 0; H: 0; I: -9
Cc1ccc(SCc2ccc(C(=O)Nc3ccccc3C(=O)NC(C)C)cc2)cc1
  A: -25; B: -5; C: 7.9; D: -9; E: 0; F: -1; G: -9; H: 6; I: 0
O=C(CCCC1=NS(=O)(=O)c2ccccc2N1)Nc1ccccc1
  A: 3; B: 1; C: -0.7; D: 6; E: 2; F: -1; G: 4; H: 2; I: -8
COc1cc(C(=O)Nc2cc(C)ccc2C)ccc1OCc1c(C)noc1C
  A: 8; B: 5; C: 1.1; D: 14; E: -1; F: 0; G: -16; H: 7; I: 11
CC(C)C[C@H]1COCCS(=O)(=O)N1Cc1cccc(F)c1
  A: 6; B: -3; C: -2.4; D: -9; E: -1; F: -3; G: 1; H: -1; I: -4
CN(C)CCN1C(=O)C2C(C(=O)Nc3cc(Cl)cc(Cl)c3)C3C=CC2(O3)C1C(=O)NC1CCCCC1 (centres undefined)
  A: -7; B: -2; C: -0.1; D: 3; E: -3; F: 2; G: -3; H: -4; I: 16
Cc1ccc(S(=O)(=O)c2nc(-c3ccc(F)cc3)oc2SCC(=O)NCC2CCCO2)cc1 (centres undefined)
  A: 1; B: 2; C: 0.4; D: 16; E: 15; F: -3; G: -1; H: 5; I: -1
CC(=O)NCCOC(=O)Nc1sc(=S)n(C)c1C
  A: 4; B: -4; C: -2.1; D: 14; E: 4; F: -1; G: -13; H: 1; I: 1
CC(C)NC(=O)C1(C)CCN1C(=O)C/C=C/c1ccccc1 (centres undefined)
  A: .; B: 0; C: .; D: 10; E: 0; F: -1; G: -5; H: 8; I: -4
CCC(CC)C(=O)Nc1nnc(S(=O)(=O)N2CCc3ccccc32)s1
  A: -9; B: -1; C: 1.4; D: 24; E: 1; F: 1; G: -33; H: 2; I: -3
COCC(=O)Oc1c(S(=O)(=O)c2ccc(C)cc2)c(C)nn1C(C)(C)C
  A: -1; B: 3; C: -0.9; D: 19; E: 2; F: -6; G: 5; H: 6; I: -4

Another view of eight compounds above.
The line under a structure holds: CRFR2-BP antag, CHRM5 PAM, CRFR2-BP ag, M1 PAM parental, TAAR1 agonist, CHRM5 agonist, TAAR1 antag, CHRM4 PAM, CHRM5 antagonist
CCn1cc(C(=O)O)c(=O)c2cnc(N3CCN(C(=S)NC(=O)c4ccc(OC)cc4)CC3)nc21
 : -15, 2, -1.3, -4, -2, 1, -19, -2, -3
OCC#CCSc1nnc(-c2ccccc2Br)o1
 : 2, 2, -1.4, 2, 1, -2, 1, 1, -2
CCOC(=O)C(=Nc1ccccc1)NO
 : 5, -1, -3.1, 22, 1, -2, -25, 0, -3
O=[N+]([O-])c1ccccc1CNC1CCCCCC1
 : 6, 2, 1.0, 17, 2, 3, -5, -7, 4
Nc1[nH]c(C(=O)c2ccccc2)c(-c2ccc(F)cc2)c1C(=O)NCCc1c[nH]c2ccccc12
 : ., 2, ., 27, 5, 4, 16, 5, -2
CC(=O)N1c2ccc(S(=O)(=O)NCCC(=O)N(C)Cc3ccccc3)cc2CC1C (centres undefined)
 : -7, -1, 0.5, 23, 1, -3, 0, 0, -9
Cc1ccc(SCc2ccc(C(=O)Nc3ccccc3C(=O)NC(C)C)cc2)cc1
 : -25, -5, 7.9, -9, 0, -1, -9, 6, 0
O=C(CCCC1=NS(=O)(=O)c2ccccc2N1)Nc1ccccc1
 : 3, 1, -0.7, 6, 2, -1, 4, 2, -8
